IMPase inh: qHTS Assay for Identifying the Cell-Membrane Permeable IMPase Inhibitors; Inositol monophosphatase 1 (Rattus norvegicus), P97697; CHO-M1 cells, IP1 accumulation, HTRF TR-FRET ratio; inhibition (IP1 accumulation), % at 46.1 µM; 120,000 tested, under 10 active; AID 901, 2007; active = well fitted curve in the direction sought with a large enough effect in the signal ratio, not every such curve was filed as active; inconclusive = small, poorly fitted or top-dose-only effect, or a change in a side signal; inactive = no such curve, though single readings can be large or run the other way; the % refers to the signal ratio;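 also: cells stimulated with carbachol in lithium chloride buffer; plate controls were DMSO basal wells for no effect and reference inhibitor wells for full effect; higher means more IMPase inhibition seen as more IP1 and lower FRET ratio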
Target sequence (P97697 whole entry, looked up): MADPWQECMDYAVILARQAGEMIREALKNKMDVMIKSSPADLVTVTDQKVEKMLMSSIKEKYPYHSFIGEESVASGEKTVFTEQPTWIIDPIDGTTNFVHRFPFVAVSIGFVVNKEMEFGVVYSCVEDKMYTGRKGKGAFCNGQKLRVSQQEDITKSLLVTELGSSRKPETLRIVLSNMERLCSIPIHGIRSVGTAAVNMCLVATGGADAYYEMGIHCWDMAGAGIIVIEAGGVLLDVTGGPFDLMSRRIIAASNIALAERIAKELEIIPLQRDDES
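In this qHTS, compounds (final up to 46 uM) act on CHO-M1 cells that are then activated through the M1 receptor with carbachol, in pH 7.4 buffer containing 50 mM LiCl, for 30 min. IP1 accumulation is quantified by the IP-One immunoassay.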
PNC inhibitor: High Content Assay for Compounds that inhibit the Assembly of the Perinucleolar Compartment; PC3M PTB-GFP, PNC prevalence imaging, 16 h; active compounds read low; activity change (PNC), negative = inhibition, % at 10 µM; 3.1% of 140,000 active; AID 2417, 2010;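 active = readout at or below -70, meaning at least 70% loss of cells showing the perinucleolar compartment, a nuclear body marking cancer cells; inconclusive = readout between -30 and a set limit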;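 also: plate controls were DMSO wells for no effect and camptothecin positive control wells for full effect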
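Compounds are pinned in duplicate onto adhered PC3M cells stably expressing GFP-tagged PTB and incubated 16 h at 37 C. Cells are then fixed, nuclei stained with Hoechst, and PNC-positive cells counted.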
ALOX12 inhib: qHTS Assay for Inhibitors of 12-hLO (12-human lipoxygenase); Polyunsaturated fatty acid lipoxygenase ALOX12 (Homo sapiens), P18054; purified 12-hLO, xylenol orange hydroperoxide absorbance; Potency, µM (series often up to 57.1 µM), for the others: at the highest dose activity change, negative = inhibition, usual class: inhibitors; 0.12% of 150,000 active; AID 1452, 2008; also: potency is read from the fitted curve at half-maximal effect; nearly all actives have a fitted effect of over 55% in size; many of its hits are not listed in these tables
Target sequence (P18054 whole entry, looked up): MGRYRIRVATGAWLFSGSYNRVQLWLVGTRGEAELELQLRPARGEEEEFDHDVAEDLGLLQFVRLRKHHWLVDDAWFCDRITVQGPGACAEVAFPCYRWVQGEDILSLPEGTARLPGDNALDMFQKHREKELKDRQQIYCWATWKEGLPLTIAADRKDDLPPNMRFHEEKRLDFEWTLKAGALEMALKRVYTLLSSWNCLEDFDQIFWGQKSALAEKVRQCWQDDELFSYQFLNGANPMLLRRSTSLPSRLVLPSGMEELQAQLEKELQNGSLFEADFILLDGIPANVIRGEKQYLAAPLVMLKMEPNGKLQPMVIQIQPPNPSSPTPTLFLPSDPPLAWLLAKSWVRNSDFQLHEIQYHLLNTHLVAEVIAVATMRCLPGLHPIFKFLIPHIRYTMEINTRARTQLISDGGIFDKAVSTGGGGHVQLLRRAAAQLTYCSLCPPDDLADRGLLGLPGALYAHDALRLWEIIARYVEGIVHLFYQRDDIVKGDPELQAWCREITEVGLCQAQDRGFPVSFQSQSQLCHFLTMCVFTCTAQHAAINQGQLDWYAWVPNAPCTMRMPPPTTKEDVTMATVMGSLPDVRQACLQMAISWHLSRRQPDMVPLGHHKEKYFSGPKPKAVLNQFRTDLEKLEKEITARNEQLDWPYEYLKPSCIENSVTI
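Hydroperoxide formation by human 12-lipoxygenase from 40 uM arachidonic acid was followed colorimetrically via ferric-xylenol orange complex, using the 573/405 nm absorbance ratio. Enzyme concentration was 150 nM, with 30 min reaction at room temperature.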
15-hLO-2 inh: qHTS Assay for Inhibitors of 15-hLO-2 (15-human lipoxygenase 2). Polyunsaturated fatty acid lipoxygenase ALOX15B (Homo sapiens), O15296. purified 15hLO-2, xylenol orange hydroperoxide absorbance. Potency, µM (titrated, usually from 57.1 µM), inactives show top-dose activity change, negative = inhibition, usual class: inhibitors. 0.56% of 110,000 active; also: potency is read from the fitted curve at half-maximal effect; nearly all actives have a fitted effect of over 60% in size; many of its hits are not listed in these tables
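Screening format was qHTS against 50 nM purified 15hLO-2 in Hepes pH 7.5 with detergent. Activity follows hydroperoxide formation from 45 uM arachidonic acid, measured as 573:405 nm absorbance ratio of the ferric-xylenol orange complex.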
Numbers without * were called inactive; ? = inconclusive; nt = no result given; [ ] = remark or other dose. Unless noted, calls follow the shape of the dose curve; as a rule, active = well fitted curve in the direction sought with a large enough effect; inconclusive = small, poorly fitted or top-dose-only effect, or another doubt; inactive = no such curve, though single readings can be large; an effect the other way counts as inactive or inconclusive. Unless noted, % is scaled to controls: 0 for no effect and ±100 for the full control effect. This is a subset; rates above refer to the full screens.

SMILES	IMPase inh	PNC inhibitor	ALOX12 inhib	15-hLO-2 inh
O=C(NCCO)C(c1ccccc1)c1ccccc1	4	45	-4%	-3%
S=C(Nc1ccc(Cl)c(Cl)c1)NC1CCCCC1	8	?	?	?
Cc1occc1C(=O)N/N=C/C1=C(N2CCOCC2)C(=C\c2ccc(Cl)cc2Cl)/CC1	nt	-14	-5%	nt
O=C(Nc1nnc(COc2ccccc2)s1)C1CCN(S(=O)(=O)c2ccc(Cl)cc2)CC1	4	?	3%	6%
Cc1cc(NC(=O)CCCC(=O)NCc2cccs2)no1	5	23	-1%	6%
COc1ccc(N(C)C2=NS(=O)(=O)c3ccccc32)cc1	-3	-101*	-1%	0%
CC(C)CN(C(=O)COC(=O)C12CC3CC(CC(O)(C3)C1)C2)C1CCS(=O)(=O)C1 (stereo not given)	2	-12	-4%	-2%
CCCSc1cc(NCCOC(C)=O)c([N+](=O)[O-])c2nonc12	1	11	0%	nt
Cn1nc(CC(=O)NC2CCCCC2)c2ccccc2c1=O	-11	-26	-1%	nt
COc1c(C)oc2cc(O)ccc2c1=O	nt	-6	-2%	nt
Cc1nc2sc(C(c3cccc(F)c3)N3CC(C)OC(C)C3)c(O)n2n1 (stereo not given)	3	?	-2%	2%
O=C(C1CC1)N1CCc2cc(S(=O)(=O)NCC3COc4ccccc4O3)ccc21 (stereo not given)	-1	37	4%	4%
O=C1CC(N2CCN(c3cccc(C(F)(F)F)c3)CC2)C(=O)N1c1ccccc1 (stereo not given)	-11	?	-2%	1%
CCOC(=O)c1c(NC(=S)Nc2ccc(F)cc2)sc2c1CCC2	-15	26	-14%	-11%
Cc1sc(NC(=O)CN2CCN(c3ccccn3)CC2)c(C#N)c1C	-9	?	-1%	nt
CCN1CCN(c2ccc([N+](=O)[O-])cc2C(=O)c2ccc(Cl)cc2)CC1	14	-13	-2%	28%
COc1ccc2c3c1O[C@H]1C[C@@H](O)C=C[C@@]31CCN(C)C2	nt	nt	5%[0.00818 µM]	4%[0.0915 µM]
Cc1ccc(CN=C2Nc3ccccc3CS2)cc1	11	?	3%	nt
CC(C)CCNC(=O)c1ccc(C2SCC(=O)N2Cc2ccco2)cc1 (stereo not given)	8	-110*	-7%	nt
Cc1cc(C(=O)OC(C)C(=O)Nc2nc(-c3ccccc3)cs2)c(C)o1 (stereo not given)	0	22	-2%	40%[activator]
COc1ccc([N+](=O)[O-])cc1N(CC(=O)NCC1CCCO1)S(C)(=O)=O (stereo not given)	nt	20	4%	nt
COc1ccccc1N(CC(=O)NCc1cccnc1)S(C)(=O)=O	-23	?	-3%	-5%
CN(Cc1nnc(SCC(=O)NCCc2ccccc2)n1C)S(=O)(=O)c1ccccc1	-12	24	-5%	1%
N#CCCSc1nc(N2CCOCC2)c2c(c1C#N)CCCC2	-31	?	-4%	6%
Cc1ccc(C)c(NC2=NC3(CCCCC3)N=C(N)N2)c1	4	14	6%	nt
COc1ccccc1Oc1ccc2c(c1)C(=O)N(c1cccc(O)c1)C2=O	3	-12	-6%	-14%
CCOC(=O)c1nnn(CC(=O)Nc2cccc(OC)c2)c1C(=O)OCC	2	29	-4%	-1%
Cn1c(SCC(=O)NC(c2ccccc2)c2ccccc2)nnc1-c1cccs1	4	-21	-3%	-1%
O=C(Nc1cnn(Cc2ccccc2)c1)c1nc2ncccn2n1	-2	22	-2%	-2%
C#CCSC1=C(C#N)C(c2cccs2)C(C(=O)OCC)=C(C)N1 (stereo not given)	5	24	-18%	?
CCc1noc(C)c1C(=O)Nc1nc(-c2ccc(Cl)cc2Cl)cs1	nt	-16	4%	nt
Cc1ccc2c(c1)c1c3n2CCN=C3CCC1	1	?	-4%	6%
CCc1ccc(NC(=O)COC(=O)/C(=C/c2ccccc2OC)c2ccccc2)cc1	7	?	-1%	nt
CSc1nc2sc3c(c2c(=O)n1C)CCC(C)C3 (stereo not given)	-2	13	-4%	-23%
CC1(C)OC(C(=O)NC2CCCCC2)C(C(=O)NC2CCCCC2)O1 (stereo not given)	-4	40	-5%	8%
CC(=O)C(C)Oc1ccc2c3c(c(=O)oc2c1C)CCCC3 (stereo not given)	?	-21	-15%	6%
Cc1cc(C)c(OCC(=O)N/N=C/c2ccc3c(c2)OCO3)c(C)c1	nt	15	-1%	nt
CC(C)CNC(=O)c1ccccc1NC(=O)CSCc1ccccc1	7	-18	0%	3%
COc1ccc(C(=O)/C=C/Nc2ccc(NC(C)=O)cc2)cc1OC	?	17	4%	nt
COC(=O)c1[nH]c(C)c(/C(O)=C2\C(=O)C(=O)N(CCN3CCOCC3)C2c2cccs2)c1C (stereo not given)	-19	?	-9%	-12%
CNC(=S)NNC(=O)c1cccn(Cc2cccc(Cl)c2)c1=O	3	10	2%	17%
C=CCn1c(C(C)NC(=O)c2ccccc2)n[nH]c1=S (stereo not given)	-3	-18	-5%	0%
COc1cc(C)ccc1NC(=O)c1ccc(S(=O)(=O)N2CCOCC2)cc1	12	-10	2%	nt
COc1ccc2[nH]c(=S)[nH]c2c1	-4	-12	-6%	-19%
CCOc1cccc(-c2cc(=O)[nH][nH]2)c1	9	11	-2%	nt
CC(C)c1nnc(NC(=O)c2sc3ccccc3c2Cl)s1	-3	0	-12%	-23%
COc1ccc(/C=C2/SC(=O)N(CCC(=O)Nc3ccccc3)C2=O)cc1OC	?	-3	-2%	nt
C=CCNC(=O)c1cc(=O)c2ccccc2o1	9	18	-3%	-11%
COc1ccc(S(N)(=O)=O)cc1C(=O)NCCCN1CCN(c2cccc(Cl)c2)CC1	12	28	-3%	8%
Cc1ccc2nc(NCc3ccccc3)c(C=NCc3ccccc3)c(=O)n2c1	nt	56	0%	nt
CCOC(=O)C1CCN(C(=O)c2ccc(OC)cc2OC)CC1	2	5	-2%	-1%
COc1cc(C(C(=O)NC2CCCCC2)N(C(=O)Cc2c[nH]c3ccccc23)c2ccc(C)cc2)cc(OC)c1OC (stereo not given)	nt	-18	-8%	nt
CCN(CCCNC(=O)c1[nH]c(C)c(C(C)=O)c1C)c1ccccc1	9	1	0%	8%
COc1cc(NC(=O)c2cccnc2Sc2ccc(C)c(C)c2)cc(OC)c1OC	8	31	2%	nt
CCC1C/C(=C/c2ccco2)C(=O)/C(=C/c2ccco2)C1 (stereo not given)	7	-119*	-16%	nt
NC(Cc1ccc2nonc2c1)C(=O)O (stereo not given)	3	-22	-2%	-4%
Cc1nc2ccccn2c1C(=O)N/N=C/c1ccccc1[N+](=O)[O-]	1	2	-3%	-8%
Fc1ccc(Cn2ccc(-c3cnc(-c4ccccc4)s3)n2)cc1	-6	32	-12%	15%
CCOC(=O)C1CCN(Cc2ccccc2C)CC1	8	17	-8%	-8%
CCOc1ccc(C2CC(c3cccc(OC)c3)n3nc(N)nc3N2)cc1 (stereo not given)	-3	-26	3%	-1%

(listing goes on)
SMILES	IMPase inh	PNC inhibitor	ALOX12 inhib	15-hLO-2 inh
CCOC(=O)Cn1nc(CC)c2ccccc2c1=O	3	4	0%	-3%
COc1ccc(OCC(=O)NNc2c3ccccc3nc3ccccc23)cc1	-3[1.84 µM]	7	-3%	-4%[11.4 µM]
Clc1ccccc1OCCCCN1CCCC1	10	-21	0%	-1%
N#CC1=C(O)CCCn2c1nc1ccccc1c2=O	0	-7	-3%	0%
CCCCc1cc2ccccc2c(OCCN(C)C)n1	7[20.6 µM]	nt	5%[25.6 µM]	51%[activator][25.6 µM]
CCOC(=O)CSc1nc(N)c2c3c(sc2n1)CCCC3	-5	-2	6%	-4%
CCOc1ccc(NCc2nnc(SCC(=O)Nc3nc(-c4ccccc4)cs3)n2-c2ccccc2)cc1	nt	65	0%	nt
O=C(Nc1ccc2oc(-c3cccnc3)nc2c1)c1ccc(Br)o1	-1	-16	7%	-12%
CC1CCN(c2cc(N3CCN(C(=O)c4ccc(F)c(F)c4)CC3)c([N+](=O)[O-])cc2F)CC1	nt	?	0%	nt
CCCCn1c(N)c(Sc2ccc(C)cc2)c(=O)[nH]c1=O	-4	35	-3%	-3%
CC(C)NC(=O)CSCc1ccccc1Cl	0[1.84 µM]	-23	1%	11%[11.4 µM]
Cc1nc(-c2ccccc2)c(Cc2ccccc2O)c(=O)[nH]1	nt	nt	3%[11.4 µM]	-4%[11.4 µM]
O=C(c1ccc(Cl)cc1)[C@@H]1[C@@H]2C(=O)N(c3cccc4ccccc34)C(=O)[C@@H]2C2c3ccccc3C=NN21 (stereo not given in full)	nt	-14	-1%	nt
CCOc1ccccc1N1CC(C(=O)N2CCc3ccccc3C2)CC1=O (stereo not given)	4	17	2%	-8%
O=C1c2[nH]nc(-c3ccccc3O)c2C(c2ccccc2)N1Cc1ccco1 (stereo not given)	0	24	-9%	-14%
O=C(C1CCCN(S(=O)(=O)c2ccccc2)C1)N1CCCc2ccccc21 (stereo not given)	13	-28	-1%	nt
CC(C)(C)c1nnc2sc(SCC(=O)N3CCCc4ccccc43)nn2c1=O	0	25	-5%	-3%
Cc1nn(C)c(C(=O)N2CCN(C(=O)c3ccco3)CC2)c1[N+](=O)[O-]	nt	2	2%	nt
COc1ccc2c(c1)c(=O)cc(-c1ccccc1)n2C	9	-4	-3%	nt
COc1ccc(CC(=O)Nc2ccc(C(=O)NCC(C)C)cc2)cc1	-5	26	4%	7%
Cc1nc2cc(C(=O)OCC(=O)Nc3cccc(Cl)c3)ccc2n1-c1ccccc1	-7	6	-2%	nt
CCn1c(SCC(=O)O)nnc1-c1ccc2[nH]c(C)c(C)c2c1	nt	34	-4%	nt
COc1ccc(C2CC(=O)c3sc(NC(C)=O)nc3C2)cc1 (stereo not given)	nt	43	-1%	nt
COc1cccc2cc3c(=O)oc4ccccc4c3nc12	2	37	2%	5%
Cc1ccc2c(c1)N(CC(=O)N1CCN(c3nc4ccccc4s3)CC1)C(=O)C(C)O2 (stereo not given)	16	?	-1%	-9%
CCc1nc2cc(Cl)c(Cl)cc2[nH]1	7	?	-3%	4%
CCc1ccc(CNCc2ccc(F)cc2)cc1	nt	102	-1%	nt
CCOc1ccc(NC(=O)CN2CCN(CC(=O)Nc3ccc4c(c3)OCO4)CC2)cc1	-8	?	-6%	8%
CCCOC(=O)Nc1ccc(C(N)=O)cc1	-3	?	-4%	4%
CC(=O)c1cc2c(cc1NC(=O)CN1CCCCCC1)OCO2	4	-25	-8%	?
CC(C)NC(=O)c1ccc2c(=O)n(C3CCCC3)c(=S)[nH]c2c1	2	?	-6%	-17%
Cc1cc(C)c2c(=O)n(-c3ccccc3)[nH]c2n1	?	2	-2%	-14%
O=C(O)c1ccccc1C(=O)O	nt	nt	-5%	-10%

Ordered by SMILES length (smallest number first): part of the list above
SMILES	IMPase inh	PNC inhibitor	ALOX12 inhib	15-hLO-2 inh
NC(Cc1ccc2nonc2c1)C(=O)O (stereo not given)	3	-22	-2%	-4%
Cn1c(SCC(=O)NC(c2ccccc2)c2ccccc2)nnc1-c1cccs1	4	-21	-3%	-1%
COc1cc(C)ccc1NC(=O)c1ccc(S(=O)(=O)N2CCOCC2)cc1	12	-10	2%	nt
O=C1CC(N2CCN(c3cccc(C(F)(F)F)c3)CC2)C(=O)N1c1ccccc1 (stereo not given)	-11	?	-2%	1%
